HTT ATP protect – qHTS Multiplex Assay to Identify Dual Action Probes in a Cell Model of Huntington: Cytoprotection (ATP); PC12 HTT-Q103 induced, cytoprotection, ATP luminescence, 40 h; Potency, µM (series often up to 56.4 µM), for the others: cytoprotection (ATP increase), actives largely listed as activators; AID 1471, 2008; 230,000 compounds, 0.14% hits; active = well fitted activation curve with a large enough effect; inconclusive = small, poorly fitted or top-dose-only effect; inactive = no such curve, though single readings can be large or run the other way;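 note: % of control where 0% means no effect; nearly all actives have a fitted effect of over 45% in size; toxic huntingtin expression switched on by the ecdysone agonist tebufenozide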
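ATP quantification (ATPlite) reports survival of PC12 cells in which tebufenozide, 100 nM final, switches on Htt exon 1 with 103 glutamines linked to GFP; compounds are titrated.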
* marks the source's active call; other numbers are inactive results; ? = inconclusive; [ ] = another dose, or the depositor's remark. Potency is the fitted concentration of half-maximal effect.

The opening three records, ahead of the listing:
compound	HTT ATP protect
CN1C[C@@H]2C[C@H]1CN2c1cc2c(cc1F)c(=O)c(C(=O)O)cn2C1CC1	51%
Cc1c(C(=O)O)nc(/C=C\C(=O)O)[nH]c1=O	-10%[10 µM]
CC[C@@H]1[C@H]2CCCCN3[C@@H]2[C@@H](C[C@H]3[C@@H]2C[C@H](C)C(=O)O2)[C@@H]2[C@H]1OC(=O)[C@H]2C	-12%

The whole of this part, previewed entries included:
compound	HTT ATP protect
CN1C[C@@H]2C[C@H]1CN2c1cc2c(cc1F)c(=O)c(C(=O)O)cn2C1CC1	51%
Cc1c(C(=O)O)nc(/C=C\C(=O)O)[nH]c1=O	-10%[10 µM]
CC[C@@H]1[C@H]2CCCCN3[C@@H]2[C@@H](C[C@H]3[C@@H]2C[C@H](C)C(=O)O2)[C@@H]2[C@H]1OC(=O)[C@H]2C	-12%
O=C(O)CNC(=O)[C@H]1NC(C(F)(F)F)(C(F)(F)F)OC1(C(F)(F)F)C(F)(F)F	-6%[10 µM]
c1ccc(CCNc2ccccn2)nc1	4%[10 µM]
Cc1cc(-c2nn3c(C)nnc3s2)ccc1NC(=O)C(C)(C)C	-62%[inhibitor][10 µM]
CC(C)c1nc2oc3c(N4CCNCC4)ncnc3c2c2c1CCC2	-14%[0.074 µM]
O=C(O)C(F)(F)C(F)(F)C(F)(F)C(F)(F)C(=O)O	0%[10 µM]
Nc1ccc(C(=O)C[C@H](N)C(=O)O)cc1O	12%[10 µM]
O=C(O)CC/C=C\CC[C@@H]1[C@@H](N2CCCCC2)[C@@H](O)C[C@@H]1OCc1ccc(-c2ccccc2)cc1	-2%

compound	HTT ATP protect
Nc1nccc(Nc2ccc(S(N)(=O)=O)cc2)n1	-8%[10 µM]
Cc1cc(C(F)F)n2nc(C(=O)Nc3ccc(S(=O)(=O)N4CCCCCC4)cc3)nc2n1	-6%[0.074 µM]
N/N=C1/CC(=O)NC(=O)N1	-14%[10 µM]
CC(O)C(O)[C@H]1CNc2nc(N)[nH]c(=O)c2N1 (stereo partly drawn)	2%
CCC(=O)NC(C)C(c1cccs1)N1CCOCC1 (stereo not drawn)	-3%[0.074 µM]
O=C(Nc1ccc(O)cc1)c1ccccc1O	-145%[inhibitor]
C[C@@](N)(Cc1c[nH]c2ccccc12)C(=O)O	-3%[10 µM]
O=C1c2ccccc2-c2ncnc3cccc1c23	-19%[0.074 µM]
CNC1C(O)C(OC2C(NC(=O)C(O)CN)CC(N)C(OC3OC(CN)C(O)C(O)C3O)C2O)OCC1(C)O (stereo not drawn)	-3%
COCCn1c(CN2CCN(c3ccccc3)CC2)nc2c1c(=O)n(C)c(=O)n2C	-9%[10 µM]

compound	HTT ATP protect
CN(C)CCCc1c2ccccc2nc2ccc(Cl)cc12	-2%[10 µM]
O=C1C(Cl)=C(Nc2ccc(S(=O)(=O)Nc3ccccn3)cc2)C(=O)c2ccccc21	-70%[inhibitor][10 µM]
O=C(NCCc1ccc(Cl)cc1)C1CC(=O)N(C2CCCCC2)C1 (stereo not drawn)	-3%
CCOC(=O)c1cnn(-c2sc(C(=O)OCC)c(C)c2C(=O)OCC)c1N	-18%[0.074 µM]
O=C1c2ccccc2C(=O)c2c(Nc3cc4c5c(ccc6c7ccc8c9c(cc(Nc%10cccc%11c%10C(=O)c%10ccccc%10C%11=O)c(c3c56)c97)-c3ccccc3C8=O)C(=O)c3ccccc3-4)cccc21	-10%[10 µM]
COc1ccc2c(=O)c(C)c(-c3ccccc3)oc2c1CN(C)C	-3%
O=C(Oc1nsnc1N1CCOCC1)N1CCCCC1	-11%[10 µM]
CCN(CC)CCNC(=O)COc1ccc(Cl)cc1	-7%
O=C1CNCCCN2CCN(CCCNCC(=O)Nc3ccc(cc3)S(=O)(=O)c3ccc(cc3)NC(=O)CNCCCN3CCN(CCCNCC(=O)Nc4ccc(cc4)S(=O)(=O)c4ccc(cc4)N1)CC3)CC2	-2%[10 µM]
CCOc1cc2c(cc1OCC)C(c1ccc(O)c(OC)c1)NCC2 (stereo not drawn)	10%

Pulled by compound from above (6):
compound	HTT ATP protect
Cc1cc(C(F)F)n2nc(C(=O)Nc3ccc(S(=O)(=O)N4CCCCCC4)cc3)nc2n1	-6%[0.074 µM]
O=C1C(Cl)=C(Nc2ccc(S(=O)(=O)Nc3ccccn3)cc2)C(=O)c2ccccc21	-70%[inhibitor][10 µM]
CN(C)CCCc1c2ccccc2nc2ccc(Cl)cc12	-2%[10 µM]
CC(O)C(O)[C@H]1CNc2nc(N)[nH]c(=O)c2N1 (stereo partly drawn)	2%
Cc1cc(-c2nn3c(C)nnc3s2)ccc1NC(=O)C(C)(C)C	-62%[inhibitor][10 µM]
O=C1CNCCCN2CCN(CCCNCC(=O)Nc3ccc(cc3)S(=O)(=O)c3ccc(cc3)NC(=O)CNCCCN3CCN(CCCNCC(=O)Nc4ccc(cc4)S(=O)(=O)c4ccc(cc4)N1)CC3)CC2	-2%[10 µM]

(next part)
compound	HTT ATP protect
CCCc1cc(COC)c(C#N)c(=O)[nH]1	-7%[10 µM]
Cc1cc(O)c(C(C)C)cc1CN1CCCCC1	6%[10 µM]
OCCCSCCO	-17%[10 µM]
c1ccc(-c2nc3cc(Cc4ccc5oc(-c6ccccn6)nc5c4)ccc3o2)nc1	-11%[10 µM]
COc1ccc(S(=O)(=O)Cc2ccc(C(=O)N3CCN(c4ncccn4)CC3)o2)cc1	-2%
O=[N+]([O-])c1c(Cl)cccc1-c1c[nH]cc1Cl	-28%
O=C(O)CCCSc1ccccc1	-6%[10 µM]
c1nc(N2CCOCC2)c2[nH]cnc2n1	7%[0.074 µM]
O=S(=O)(O)c1ccc2cc(N=Nc3cc(S(=O)(=O)O)c4cccnc4c3O)ccc2c1	-7%[10 µM]
CCN(CC)CCOC(=O)c1cccnc1	18%

compound	HTT ATP protect
c1ccc2c(c1)-c1ccccc1C2N1CC2CCC(CC2)C1	-9%[10 µM]
CC(=O)Nc1cc(CN2CCCCC2)c(O)c2ncccc12	-5%[10 µM]
C[C@]12C=CC(=O)N[C@@H]1CC[C@@H]1C2CC[C@]2(C)C(C(=O)Nc3cc(C(F)(F)F)ccc3C(F)(F)F)CC[C@@H]12 (stereo partly drawn)	-22%
CC(C)(CO[C@H]1C[C@H]2CC[C@@]1(C)C2(C)C)[N+](=O)[O-]	7%[10 µM]
C=C(C)CNCCN	10%[10 µM]
NNS(=O)(=O)c1cc(C(=O)O)cc(C(=O)O)c1	0%[10 µM]
C=C1CC[C@@H](O)C/C1=C/C=C1\CCC[C@]2(C)[C@@H]1CC[C@H]2[C@@H](C)/C=C\[C@@H](C)C(C)C	-23%
Cc1ccsc1C(=CCCN1CCC[C@@H](C(=O)O)C1)c1sccc1C	1%
CC(=O)Nc1nc(NC(C)=O)c2[nH]c(CO)nc2n1	-18%[10 µM]
O=C(O)c1cc(-c2ccncc2)nc2ccccc12	-11%[10 µM]

compound	HTT ATP protect
O=C(O)/C=C\C(=O)Nc1ccc2c(c1)-c1ccccc1C2	3%[10 µM]
CCC(=O)[C@@H](c1ccccc1)c1ccccn1	1%[10 µM]
COc1cccc(C2C(C(=O)c3ccc(C)o3)=C(O)C(=O)N2CCCN(C)C)c1 (stereo not drawn)	3%
CCN(CC)CCCN1C(=O)C(O)=C(C(=O)c2ccco2)C1c1ccc(C)o1 (stereo not drawn)	-29%[10 µM]
Cc1[nH]c(N)nc(=S)c1CCC(=O)O	-5%[10 µM]
Cc1ccc(S(=O)(=O)OCC(=O)O)cc1	11%[10 µM]
COc1ccc(/C=C(\C#N)C(N)=O)cc1OC	-1%[10 µM]
COc1cc2c(cc1O)[C@@H](c1cc(O)c(O)c(OC)c1)[C@@](O)(C(=O)O)[C@@H](CO)[C@@H]2O	6%[10 µM]
CCOc1ccc(S(=O)(=O)O)c2cccnc12	-9%
Cc1[nH]c(N)nc(=S)c1CCCNc1ccccc1	-6%[10 µM]

compound	HTT ATP protect
CCSc1nc2c(c(=O)n(C)c(=O)n2C)n1Cc1ccc(Cl)cc1	5%[10 µM]
c1ccc(-c2cc(-c3nc(-c4ccccn4)no3)c3ccccc3n2)cc1	-17%
O=C(O)c1cc(C(=O)O)nc(C(=O)O)c1	0%[10 µM]
COC(=O)[C@@H]1O[C@@H](SCCN)[C@@H](O)[C@H](O)[C@H]1O	-25%[10 µM]
CN(C)CN1C(=O)S/C(=C2/C(=O)N(CN(C)C)c3ccccc32)C1=O	7%[10 µM]
CCn1cc(C(=O)NC2CCCCCC2)c(=O)c2cc(S(=O)(=O)N3CCCCC3)ccc21	-15%
CCCCCCCCCCCCCCCCCC(=O)OC[C@@H](O)[C@H]1OC[C@H](O)[C@H]1O	36%
O=C(O)C1CC2(C1)CC(C(=O)O)C2 (stereo not drawn)	12%[10 µM]
CC(C)(C)CC(C)(C)c1ccc(O)c(-n2nc3ccccc3n2)c1	-31%
CCCC[C@]1(C2CCCC2)Cc2cc(OCC(=O)O)c(Cl)c(Cl)c2C1=O	23%[1.9 µM]

compound	HTT ATP protect
CC12CCC(C[N+](C)(CCC[N+](C)(C)C)C1)C2(C)C (stereo not drawn)	-1%
COc1cc2c(cc1O)CCN[C@@]21CS[C@H]2c3c(OC(C)=O)c(C)c4c(c3C(COC1=O)N1C2C2c3c(cc(C)c(OC)c3O)CC([C@@H]1O)N2C)OCO4 (stereo partly drawn)	-29%
Cc1oc(-c2ccc(Cl)cc2)nc1CN1CCC(C(=O)N2CCN(c3ccccn3)CC2)CC1	-5%
O=C(O)[C@@H]1[C@@H]2C[C@H]([C@@H](Br)[C@H]2N2C(=O)CCC2=O)[C@@H]1C(=O)O	-4%[10 µM]
CCC(Cc1c(I)cc(I)c(O)c1I)C(=O)O (stereo not drawn)	?
CC1(C)[C@@H](CC(=O)O)CCC[C@@H]1CC(=O)O	-12%[10 µM]
O=C1CSC2(CCN(CCCN3c4ccccc4Sc4ccc(Cl)cc43)CC2)N1	-288%[inhibitor]
O=C(O)[C@@H]1[C@@H]2C[C@@H]3[C@@H](OC(=O)[C@@H]31)[C@H]2Br	-19%[10 µM]
O=S(=O)(O)CC(S)CS (stereo not drawn)	-24%
COCCCN1CC23C=CC(O2)C(C(=O)OC)C3C1=O (stereo not drawn)	-7%[10 µM]

compound	HTT ATP protect
Cc1cc(Cc2cc(C)cc(C(C)(C)C)c2O)c(O)c(Cc2cc(C)cc(C(C)(C)C)c2O)c1	18%[10 µM]
O=C(CON1C(=O)c2ccccc2C1=O)c1ccccc1	-12%[10 µM]
CC(C)(C)CC(C)(C)c1cc(O)c(O)c(CN2CCCCC2)c1	-7%[10 µM]
OC[C@@H]1O[C@@H](n2cnc3c(Nc4ccccc4)ncnc32)[C@@H](O)[C@H]1O	-28%[1.9 µM]
O=C1c2ccccc2C(=O)N1C[C@]1(C(=O)O)NCCS1(=O)=O	-4%[10 µM]
CC(C)(C)NC[C@H](O)CSc1nc(-c2ccc(C(N)=O)s2)cs1	29%
C[C@@]12CC[C@@H]3[C@H](CCC4=CC(=O)CC[C@]43C)[C@@H]1CC[C@@H]2C(=O)Cn1cnc2c(=S)nc[nH]c21	-8%[10 µM]
Cc1cc([N+](=O)[O-])c(C)c(Br)c1C	-5%[10 µM]
CC(C)CN(C[C@@H](O)[C@H](Cc1ccccc1)NC(=O)O[C@H]1CO[C@H]2OCC[C@H]21)S(=O)(=O)c1ccc(N)cc1	-14%
FC1(F)C(F)(F)C(F)(F)C2(F)C(F)(F)C(F)(F)C(F)(F)C(F)(F)C2(F)C1(F)F (stereo not drawn)	-37%[inhibitor]

compound	HTT ATP protect
Cc1cc2ncn(CC(=O)O)c2cc1C	9%[10 µM]
COC(=O)c1cc(=O)[nH]c(=O)[nH]1	1%[10 µM]
CN(C)CCCCN1CCc2c(n(C)c3ccccc23)C1=O	12%[10 µM]
O=C1CSC(=S)N1/N=C\c1ccc(Cl)c([N+](=O)[O-])c1	14%[10 µM]
O=C(O)C[C@@H](C(=O)O)C1c2ccccc2-c2ccccc21	4%[10 µM]
FC(F)(F)C(F)(F)C(F)(F)C(F)(F)C(F)(F)F	6%
CN1C(CCl)Nc2cc(Cl)c(S(N)(=O)=O)cc2S1(=O)=O (stereo not drawn)	28%
C[C@@H]1CCCN(C[C@@H](O)CN2CCCc3ccccc32)C1	-2%[10 µM]
CC(C)[C@]1(Cl)CC[C@@H]2[C@]3(C)CCC[C@@](C)(C(=O)O)[C@H]3C[C@H](Cl)[C@@]2(Cl)[C@H]1Cl	-3%[10 µM]
COc1cccc(CN2CCN(C(=O)c3cccc(F)c3)CC2)c1	-10%[10 µM]

compound	HTT ATP protect
CCc1nc(N)c(C#N)c(-c2cccn2C)c1C	12%[0.074 µM]
O=C(O)CSc1n[nH]c(=O)[nH]c1=O	-11%[10 µM]
CC1(CC(=O)O)O[C@H]2CCCCC[C@H]2O1 (stereo partly drawn) (tested in a mixture with another compound)	1%[10 µM]
c1ccc(/C(=N/Nc2nc3ccccc3s2)c2ccccn2)cc1	-54%[inhibitor][10 µM]
O=C(O)Cn1c(=O)oc2cc(S(=O)(=O)N3CCOCC3)ccc21	-10%
NCCCC(N)CC(=O)NCC1NC(=O)C(CO)NC(=O)C(N)CNC(=O)C(C2CCN=C(N)N2)NC(=O)/C(=C/NC(N)=O)NC1=O (stereo not drawn)	5%
CN(C)S(=O)(=O)c1nc(Cl)c2[nH]cnc2n1	3%[10 µM]

Source: PubChem (National Center for Advancing Translational Sciences (NCATS))

The list is partial, so the mix of outcomes need not match the whole.
